GPR151 activ – activates the human receptor GPR151; AID 1508602; PathHunter beta-arrestin GPR151 cells, luminescence; Q8TDV0; activation, % at 11.2 µM; 650,000 compounds, 1% hits; in the data active = activation above about 4.9%;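 also: 0% = median of compound wells and 100% = cells with positive control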
Target sequence (Q8TDV0 whole entry, looked up): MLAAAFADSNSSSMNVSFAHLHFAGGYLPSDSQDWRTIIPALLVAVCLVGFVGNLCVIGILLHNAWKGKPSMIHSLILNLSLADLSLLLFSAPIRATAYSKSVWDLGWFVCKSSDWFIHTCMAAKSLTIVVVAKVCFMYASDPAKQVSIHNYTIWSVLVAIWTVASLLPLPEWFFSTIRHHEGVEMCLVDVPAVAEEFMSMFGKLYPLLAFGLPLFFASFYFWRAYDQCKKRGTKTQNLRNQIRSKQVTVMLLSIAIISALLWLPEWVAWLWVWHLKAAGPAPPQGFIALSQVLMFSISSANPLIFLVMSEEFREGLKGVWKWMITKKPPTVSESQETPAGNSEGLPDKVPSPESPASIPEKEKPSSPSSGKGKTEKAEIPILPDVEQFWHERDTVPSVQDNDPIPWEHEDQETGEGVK
FBW7 act – activators of human E3 ligase FBW7. AID 1259310. normalized activity (activation), % at 26.1 µM. 650,000 compounds, 0.13% hits. Q969H0. AlphaScreen FBW7–phospho-cyclin E peptide binding, activator screen; in the data active = normalized activity above about 1.9%;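 also: purified mutant Fbw7 with reduced substrate affinity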
Target sequence (Q969H0 whole entry, looked up): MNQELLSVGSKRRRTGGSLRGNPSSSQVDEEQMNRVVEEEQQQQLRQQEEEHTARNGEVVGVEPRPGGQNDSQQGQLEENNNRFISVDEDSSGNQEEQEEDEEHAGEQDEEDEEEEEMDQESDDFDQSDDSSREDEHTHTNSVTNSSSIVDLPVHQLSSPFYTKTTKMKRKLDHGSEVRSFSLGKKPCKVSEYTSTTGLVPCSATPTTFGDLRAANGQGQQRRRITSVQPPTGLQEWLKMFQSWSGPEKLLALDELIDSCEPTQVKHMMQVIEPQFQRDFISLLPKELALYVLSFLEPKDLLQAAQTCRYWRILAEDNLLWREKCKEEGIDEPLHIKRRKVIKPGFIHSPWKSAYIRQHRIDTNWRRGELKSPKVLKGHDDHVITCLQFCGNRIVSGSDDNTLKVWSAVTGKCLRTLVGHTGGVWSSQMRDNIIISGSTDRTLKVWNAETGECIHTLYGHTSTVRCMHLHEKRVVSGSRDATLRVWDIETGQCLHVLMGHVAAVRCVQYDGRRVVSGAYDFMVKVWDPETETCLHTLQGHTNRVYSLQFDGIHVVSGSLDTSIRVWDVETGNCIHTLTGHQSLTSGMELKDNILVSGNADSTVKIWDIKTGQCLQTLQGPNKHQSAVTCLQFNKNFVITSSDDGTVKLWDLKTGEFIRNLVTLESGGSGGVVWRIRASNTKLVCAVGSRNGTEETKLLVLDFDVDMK
TEAD-YAP inh – TEAD-YAP interaction inhibition; 640,000 compounds, 1.4% hits; inhibition, % at 9.12 µM; HEK-TIYL cells, TEAD-Gal4/YAP UAS-luciferase luminescence; in the data active = inhibition above about 32%;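 also: 0% = median of test compound wells and 100% = reference inhibitor wells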
MITF primary – human MITF inhibition, primary screen | inhibition, % at 2.6 µM | 650,000 compounds, 0.91% hits | AlphaScreen MITF homodimerization, bead proximity signal | AID 1259374 | O75030; in the data active = inhibition above about 50%;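 also: 0% = vehicle wells with protein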
An asterisk follows results filed as active; & = joins results of further samples.

Every second line gives: GPR151 activ | FBW7 act | TEAD-YAP inh | MITF primary
#1 CCn1c2ccccc2c2nnc(NCc3ccccc3OC)nc21
    0.2 | 0.1 | -3 | 2
#2 CC(C)Oc1ccc2ccccc2c1C=C1C(=O)NC(=O)NC1=O
    -0.5 | -0.1 | -13 | 6
#3 COc1ccc(N2CC(C(=O)OCC(=O)Nc3c(C)cccc3C)CC2=O)cc1 (centres undefined)
    1.8 | -0.2 | 4 | 7
#4 CN1CCN(C(=O)c2ccccc2O)CC1
    0.4 | 0.0 | 1 | 2
#5 CCc1ccc(OCCNC(C)(C)C)cc1
    0.8 | 0.1 | -13 | -11
#6 N#CC1=C(SCC(=O)c2ccccc2)NC2=C(C(=O)CCC2)C1c1ccco1 (centres undefined)
    0.7 | 0.0 | 3 | 8
#7 Cc1[nH]c(=O)c(C#N)c2c1CCCC2
    -0.6 | -0.1 | -8 | 1
#8 CCOC(=O)c1cc(CC)sc1NC(=O)c1ccccc1OC
    -0.1 | 0.0 | 12 | 8
#9 COc1cc(/C=N/NC(=O)c2ccc(CO)nc2)cc([N+](=O)[O-])c1O
    -0.7 | -0.2 | 2 | -2
#10 O/N=C1/c2ccccc2/C(=N/O)C1c1ccc(Cl)cc1
    0.0 | -0.1 | -9 | -2
#11 CCOC(=O)C1=CN(C(C)C)C=C(C(=O)OCC)C1c1ccccc1Br
    -0.1 | 2.0* | -4 | -6
#12 Cc1ccc(CNc2ccc(C(=O)Nc3ccc(C(F)(F)F)cc3)cc2[N+](=O)[O-])cc1
    1.0 | -0.1 | 11 | 16
#13 CCCCCCC/C(C)=N/Nc1ccc(S(N)(=O)=O)cc1[N+](=O)[O-]
    -0.7 | 0.1 | -9 | 17
#14 COc1ccc(C(=O)CCNC(CC(N)=O)C(=O)O)cc1 (centres undefined)
    -0.3 | -0.4 | 1 | -2
#15 COc1ccc(OC)c(S(=O)(=O)N2CCC(c3nc4ccccc4[nH]3)CC2)c1
    0.5 | 0.1 | 0 | 1
#16 Cc1[nH]nc2c1C(c1cccn1C)C(C#N)=C(N)O2 (centres undefined)
    -1.1 | -0.2 | 6 | 10
#17 Cc1ccc(-n2c3c(cc(C(=O)NC(C)(C)C)c2=O)C(=O)CC(C)(C)C3)cc1
    -0.7 | 0.4 | -5 | 13
#18 CCCCCN=C(N)N/N=C/c1c[nH]c2ccc(OC)cc12
    -1.0&0.7 | -0.2&-0.1 | 5&3 | 6&18
#19 COc1ccc(OCC(=O)N2CCN=C2c2ccccc2)cc1
    0.9 | 0.1 | -2 | -1
#20 COc1ccc(CCn2c(-c3ccc(S(=O)(=O)N4CCOCC4)cc3)csc2=Nc2cccc(C(F)(F)F)c2)cc1
    -0.5 | -0.2 | -1 | 2
#21 O=C(Nc1ccc(Cl)cc1Cl)N[C@H]1C[C@H]2C(=O)N3CCC[C@@H]3C(=O)N2C1
    -1.1 | 0.0 | -11 | 10
#22 COc1ccc2c(c1)c(CC(=O)O)c(C)n2Cc1ccc(F)cc1
    2.9 | -0.1 | 3 | 11
#23 Cc1nc2c(c(C)nn2-c2ccccc2)c(C)c1CCC(=O)NCCN1CCOCC1
    0.4 | 0.1 | 4 | 2
#24 O=C1C(Nc2ccc(O)cc2)=C/C(=N/S(=O)(=O)c2cccc([N+](=O)[O-])c2)c2ccccc21
    -1.7 | -0.6 | 92* | 28
#25 CC1=C(C(=O)OC2CCCCC2)C(c2ccccc2Cl)C2=C(CCCC2=O)N1 (centres undefined)
    -0.8 | 0.1 | -7 | 12
#26 COc1ccc(/C=C(\NC(=O)c2ccc(OC)cc2)C(=O)Nc2ccc(C(C)=O)cc2)cc1
    0.7 | -0.1 | -4 | 4
#27 CN1CCN(c2ccc(-c3cnc4c(NCc5ccco5)nccn34)cn2)CC1
    -0.3 | -0.1 | 7 | -29
#28 COC(=O)c1ccc(OC(=O)c2ccc(OC)cc2OC)cc1
    -2.9 | 0.0 | 8 | 9
#29 CN(C(=O)c1ccc(N2CC3CC(C2)c2cccc(=O)n2C3)c([N+](=O)[O-])c1)C1CCCCC1 (centres undefined)
    -0.6 | -0.1 | 0 | 0
#30 CC1CN(C(=O)C(C)NS(=O)(=O)c2cccc(Cl)c2)CC(C)O1 (centres undefined)
    0.2 | 0.1 | 2 | 11
#31 O=C1CSc2ccc(C(=O)NCc3cccnc3)cc2N1
    -0.1 | 0.0 | 0 | -9
#32 O=C(O)c1cc(-c2ccc(/C=c3\sc4nc(=O)c5c6c(sc5n4c3=O)CCCC6)o2)ccc1Cl
    -0.9 | 0.1 | -3 | 3
#33 CCCCN1C(=O)NC(=O)/C(=C\c2cccn2C)C1=O
    -1.6 | 0.0 | 0 | 9
#34 O=c1c2ccccc2[nH]c(=S)n1Cc1ccc(Cl)cc1
    -0.5 | 0.1 | 2 | 9
#35 Cc1ccc(C(=O)NC2=NCCS2)cc1
    -2.1 | 0.0 | -67 | 2
#36 COC(=O)COc1nc2c(C(F)(F)F)cc(C3CC3)nc2o1
    0.0 | 0.0 | -16 | 7
#37 CCNC(=O)C(=O)NCC1OCCCN1S(=O)(=O)c1cc(C)ccc1C (centres undefined)
    -0.1 | 0.0 | -2 | -122
#38 Cn1cc(C(=O)Nc2ccc(Cl)cc2Cl)c2[nH]c(=O)n(-c3ccccc3)c(=O)c21
    -0.4 | 0.1 | 5 | -19
#39 Cc1ccc(S(=O)(=O)Nc2ccccc2C(=O)Nc2ccc(F)cc2)cc1
    -1.9 | 0.0 | -5 | -8
#40 CCCOc1cccc(-c2nc3ccccc3c(=O)o2)c1
    -2.7 | 0.0 | -39 | -6
#41 COc1ccc(-n2c(N)c(C#N)c3nc4ccccc4nc32)c(OC)c1
    -0.9 | 0.6 | 3 | -2
#42 COC(=O)c1ccccc1N=Cc1c(O)n(Cc2ccc(OC)cc2)c(=O)c2ccccc12
    2.7 | -0.1 | 4 | -16
#43 CCOC(=O)CSc1ccc(C(=O)N2CCN(Cc3ccc(OC)c(OC)c3OC)CC2)cc1[N+](=O)[O-]
    0.6 | 0.0 | 5 | -5
#44 Cc1ccc(N2C(=O)NC(NC(=O)c3cccnc3)(C(F)(F)F)C2=O)cc1 (centres undefined)
    -0.5 | -0.1 | 4 | 1
#45 COc1ccc(C(=O)OCC(=O)N2CCc3ccccc32)c(OC)c1
    3.0 | 0.1 | -30 | -1
#46 C#CC(C)(CC)NC(=O)c1ccc(Cl)cc1 (centres undefined)
    0.7 | 0.0 | 2 | 16
#47 O=C(Nc1ccccc1NC(=O)c1ccc(Cl)cc1)c1ccc(Cl)cc1
    1.2 | 0.2 | -14 | -13
#48 Cc1ccc2oc(-c3cc(NC(=O)c4ncn[nH]4)ccc3O)nc2c1
    -1.1 | -0.1 | 3 | -2
#49 COC(=O)COc1ccc(C2CCCCC2)cc1
    1.5 | 0.2 | -1 | 1
#50 O=C1C(Cl)=Cc2ccc(NCCCO)c3cccc1c23
    0.5 | -0.7 | -14 | 40
#51 O=C(CN(Cc1ccccc1Cl)S(=O)(=O)c1ccc(Cl)cc1)NCCCO
    0.7 | 0.6 | -7 | -8
#52 Cc1nc2cc(S(=O)(=O)C(F)(F)F)ccc2n1CC(F)(F)F
    1.4 | -0.2 | 4 | -3
#53 COc1ccc(C2C3=C(CCCC3=O)Nc3nc(-c4cccc(OC)c4)nn32)cc1 (centres undefined)
    -0.1 | 0.0 | -6 | -5
#54 O=C(NCCC1=CCCCC1)c1ccc2c(c1)N(Cc1cccc(Cl)c1)C(=O)CS2
    -1.9 | 0.4 | -10 | 21
#55 Cc1ccc(-c2nnc(CCC(=O)NC(Cn3ccnc3)c3ccccc3)o2)s1 (centres undefined)
    -0.7 | 0.0 | 1 | 1
#56 CN(c1ccccc1)S(=O)(=O)c1cccc(C(=O)Nc2ncn[nH]2)c1
    -0.4 | 0.5 | -8 | 4
#57 COC(=O)C(NC(=O)c1ccccc1Br)C(C)C (centres undefined)
    -0.7 | 0.0 | -6 | -3
#58 O=C(/C=C/Nc1ccccc1I)c1ccccc1
    -4.8 | -0.2 | 91* | -1
#59 O=C1CSc2cc(S(=O)(=O)N3CC=C(c4ccccc4)CC3)ccc2N1
    -0.6 | 0.1 | -4 | 5
#60 COc1ccc(-c2nccc(NCc3cccc(C(F)(F)F)c3)n2)cn1
    -1.5 | -0.1 | -12 | -3

Other compounds
Every second line gives: GPR151 activ | FBW7 act | TEAD-YAP inh | MITF primary
#61 O=C(CN1C(=O)c2ccccc2C1=O)OCc1ccc(Cl)cc1
    -1.9 | 0.7 | 1 | 5
#62 CC1=C(C(=O)OCCOc2ccccc2)C(c2cccnc2)C2=C(CCCC2=O)N1 (centres undefined)
    1.9 | 0.0 | -6 | -16
#63 CC(=O)Nc1cccc(-c2cnn3c(N(C)Cc4ccccc4)ccnc23)c1
    0.5 | 0.2 | -5 | 15
#64 O=C(O)c1ccccc1/C=N/n1c(-c2ccncc2)n[nH]c1=S
    -1.4 | 0.0 | -5 | 5
#65 COc1ccc(/C=C2\C=C(c3ccccc3)N(c3ccccc3O)C2=O)cc1Br
    -1.3 | 0.0 | 2 | -1
#66 COc1cc(/C=C(\C#N)c2nn(-c3ccccc3)c(N)c2C#N)ccc1Oc1ccc([N+](=O)[O-])cc1C#N
    0.1 | 0.0 | 10 | -1
#67 CCNCC(=O)Nc1ccc(NC(C)=O)cc1
    -1.6 | 0.1 | 5 | 11
#68 Cc1ccc(C)c(OCCCCN2CCOCC2)c1Cl
    -0.5 | 0.3 | 0 | 12
#69 CCCn1nnc(NC(=O)c2ccc([N+](=O)[O-])cc2Cl)n1
    -0.1 | 0.2 | -19 | -19
#70 c1cnc2c(OCc3nnc4n3CCCCC4)cccc2c1
    2.7 | 0.0 | -1 | 9
#71 COc1ccc2oc(=O)c(C(=O)Nc3ccccc3C(F)(F)F)cc2c1
    1.3 | -0.1 | -47 | 1
#72 Cn1c(=O)cc(OCCCC(=O)NCCCN2CCOCC2)c2ccccc21
    -0.4 | -0.1 | -9 | -14
#73 CCC(CC)C(=O)NCc1ccc(F)cc1
    -0.3 | 0.1 | 13 | 11
#74 CC(=O)CC(=O)Nc1c(C)cc(C)cc1C
    -0.3 | 0.0 | 2 | 4
#75 O=S(=O)(c1ccc(S(=O)(=O)n2cnc3ccccc32)cc1)N1CCCCC1
    0.0 | -0.1 | -2 | -3

Arranged by SMILES length (smallest number first): part of the list above
Every second line gives: GPR151 activ | FBW7 act | TEAD-YAP inh | MITF primary
#74 CC(=O)CC(=O)Nc1c(C)cc(C)cc1C
    -0.3 | 0.0 | 2 | 4
#68 Cc1ccc(C)c(OCCCCN2CCOCC2)c1Cl
    -0.5 | 0.3 | 0 | 12
#70 c1cnc2c(OCc3nnc4n3CCCCC4)cccc2c1
    2.7 | 0.0 | -1 | 9
#63 CC(=O)Nc1cccc(-c2cnn3c(N(C)Cc4ccccc4)ccnc23)c1
    0.5 | 0.2 | -5 | 15
#65 COc1ccc(/C=C2\C=C(c3ccccc3)N(c3ccccc3O)C2=O)cc1Br
    -1.3 | 0.0 | 2 | -1
#66 COc1cc(/C=C(\C#N)c2nn(-c3ccccc3)c(N)c2C#N)ccc1Oc1ccc([N+](=O)[O-])cc1C#N
    0.1 | 0.0 | 10 | -1

Next section.
Every second line gives: GPR151 activ | FBW7 act | TEAD-YAP inh | MITF primary
#76 COc1ccc(-c2cnc3[nH]c(=O)n([C@H](C)c4ccccc4)c3n2)cc1
    -0.5 | -0.4 | 10 | 12
#77 CC1(C)S[C@@H]2[C@H](NC(=O)[C@H](NC(=O)N3CCNC3=O)c3ccccc3)C(=O)N2C1C(=O)O (some centres undefined)
    0.1 | -0.2 | -13 | -7
#78 CN(CCCC(=O)NCc1ccc2c(c1)OCO2)S(=O)(=O)c1ccc([N+](=O)[O-])cc1
    1.1 | 0.1 | -5 | 11
#79 Cc1ccc(C)c(NC(=S)NC(=O)c2ccco2)c1
    -1.6 | 0.1 | 0 | 4
#80 Cc1c(C(=O)NC2CCCCC2)sc2nc(SCC(=O)c3ccccc3)n(CCc3ccccc3)c(=O)c12
    1.3 | 1.0 | 8 | 5
#81 O=C(N/N=C/c1cc(Br)cs1)c1cccc([N+](=O)[O-])c1
    0.5 | -0.1 | 21 | 2
#82 COc1ccc2nc(-n3nc(C)cc3NC(=O)c3c(F)cccc3F)sc2c1
    0.6 | 0.0 | -1 | 8
#83 CCOC(=O)Cc1ccc(N(Cc2ccccc2)S(=O)(=O)c2cccc([N+](=O)[O-])c2)cc1
    -0.1 | 0.0 | -5 | 10
#84 CC1CC(C)CN(C/C=C/c2ccccc2[N+](=O)[O-])C1 (centres undefined)
    0.6 | 0.0 | -3 | -5
#85 CCCCNC(=O)CN1CC(=O)N(Cc2ccc(C)cc2)C(c2ccccc2F)C1=O (centres undefined)
    0.5 | 0.0 | -7 | 0
#86 Cc1ccc2nc(C(F)(F)F)c(C#N)c(N)c2c1
    -0.6 | -0.1 | 45* | -10
#87 CCC1(CC)NC(=O)N(CC(=O)Nc2ccc(OC(F)(F)F)cc2)C1=O
    0.8 | 0.6 | -1 | 10
#88 Cc1ccc2c(c1)NC(c1cccs1)C1=C(CC(c3ccccc3)CC1=O)N2 (centres undefined)
    -1.4 | -0.1 | -10 | -10
#89 O=C(Nc1cc2cccc([N+](=O)[O-])c2oc1=O)C1CCCCC1
    -0.4 | -0.1 | -4 | -6
#90 COc1ccc(/C=C/c2nc3ccc([N+](=O)[O-])cc3s2)cc1O
    0.2 | -0.1 | -48 | -1
#91 CS(=O)(=O)c1ccc2nc(NS(=O)(=O)c3ccccc3[N+](=O)[O-])sc2c1
    -0.8 | 0.0 | -7 | -4
#92 CCCNC1=CC(=O)C(NCCC)=CC1=O
    -0.1 | -0.1 | -1 | 0
#93 CC(C)(C)C(=O)Cn1c(=O)n(C2CCCCC2)c(=O)c2ccccc21
    1.9 | 0.0 | 8 | -10
